Bioassay records: PubChem BioAssay, The Scripps Research Institute Molecular Screening Center
ssDAF12 agonist: activators of S. stercoralis DAF-12 nuclear receptor | HEK293 ssDAF-12/GRIP1 lit1-tk-luc reporter, luminescence; % of 3 µM dafachronic acid response | 370,000 tested, 1% active | activation, % at 6.8 µM;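 active means activation above the mean over all tested compounds plus 3 SD, cut at about 0.9% in these data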;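 further: 0% = DMSO-only wells and 100% = 3 µM delta7-dafachronic acid wells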
hcDAF-12 act: activates DAF-12 receptor from parasite H. contortus; 370,000 tested, 1.4% active; HEK293 hcDAF-12 lit1-tk-luc reporter, luminescence; 0% DMSO, 100% Δ7-dafachronic acid; AID 652067; activation, % at 6.8 µM;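 active means activation above the mean of all tested compounds plus 3 SD, cut at about 5.5% in these data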;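 further: 100% = response to 3 µM Δ7-dafachronic acid high control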
FXN GAA850 act: frataxin GAA850 promoter activation | activation, % at 6 µM | HEK293 lucGAA850 FXN promoter luciferase reporter, 24 h; percent of 10 µM SAHA response | 360,000 tested, 0.56% active;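 active means activation above the average of all compounds screened plus 3 SD, cutoff fixed separately per campaign, cut at about 7.5% in these data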;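 further: 0% = DMSO wells and 100% = 10 µM SAHA wells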
PLCb3 inh: inhibitors of human phospholipase C beta3; AID 720704; Q01970; 370,000 tested, 0.18% active; Purified PLC-beta3, fluorogenic substrate, fluorescence; inhibition, % at 12.2 µM; in the data active means inhibition above about 11%;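 further: 0% = median of compound wells on plate and 100% = full blocker control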
DAX1 inh-1: inhibitors of human orphan nuclear receptor DAX1 (NR0B1) | 340,000 tested, 0.99% active | P51843 | HEK293 Gal4-DAX1 luciferase reporter, luminescence | AID 504766 | inhibition, % at 6.75 µM;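 active means inhibition above the mean over all tested compounds plus 3 SD, cut at about 4.2% in these data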;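 further: 0% = DAX1-transfected cells with DMSO and 100% = empty-vector control cells with DMSO; inhibition shows as a rise in luminescence from relieved DAX1 repression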
DAX1 inh-2: DAX1 (NR0B1) inhibition, primary screen; inhibition, % at 6.8 µM; AID 652010; 370,000 tested, 1.1% active; HEK293T StAR-luciferase reporter, SF-1/DAX-1 repression relief;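 active means inhibition above the mean over all tested compounds plus 3 SD, cut at about 3.6% in these data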;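 further: 0% = DAX-1 cells with DMSO and 100% = cells lacking DAX-1 with DMSO; higher inhibition means more luminescence from relief of DAX-1 repression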
PLC-gamma1 inh: inhibitors of human phospholipase C gamma1 | P19174 | purified PLC-gamma1, fluorogenic substrate, fluorescence | inhibition, % at 12.2 µM | 370,000 tested, 0.84% active; in the data active means inhibition above about 9.5%
ADAM17 inh: ADAM17 inhibition, QFRET primary screen; P78536; recombinant ADAM17, EDANS/DABCYL FRET peptide cleavage; inhibition, % at 6.95 µM; 370,000 tested, 0.83% active; AID 720648;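 active means inhibition above the mean of compounds lying between control limits plus 3 SD, set per campaign, cut at about 8.5% in these data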;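 further: 0% = DMSO-only wells as the low control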
sPLA2-III inh: Blocks human group III sPLA2 activity. Q9NZ20. QFRET BODIPY PC-A2 liposome hydrolysis, fluorescence. inhibition, % at 12.2 µM. 370,000 tested, 0.56% active. AID 743126;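 active means inhibition above mean plus 3 SD of compounds lying within the high and low control bounds, cut at about 19% in these data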;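 further: 0% = median of test compound wells and 100% = no enzyme DMSO wells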
Target sequence (Q9NZ20 whole entry, looked up): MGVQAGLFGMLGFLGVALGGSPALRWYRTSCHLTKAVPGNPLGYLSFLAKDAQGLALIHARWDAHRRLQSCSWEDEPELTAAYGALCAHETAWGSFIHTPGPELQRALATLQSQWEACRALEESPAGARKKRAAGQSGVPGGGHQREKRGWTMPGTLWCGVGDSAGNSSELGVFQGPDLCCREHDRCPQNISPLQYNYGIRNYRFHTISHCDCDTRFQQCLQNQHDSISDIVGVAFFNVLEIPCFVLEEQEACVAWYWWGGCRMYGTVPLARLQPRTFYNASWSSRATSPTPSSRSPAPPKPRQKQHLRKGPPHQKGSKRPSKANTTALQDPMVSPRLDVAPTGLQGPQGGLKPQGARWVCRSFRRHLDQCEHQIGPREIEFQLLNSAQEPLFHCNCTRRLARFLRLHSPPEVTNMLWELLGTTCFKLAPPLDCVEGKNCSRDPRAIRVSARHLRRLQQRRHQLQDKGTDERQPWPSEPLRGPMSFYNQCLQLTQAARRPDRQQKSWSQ
ADAM10 inh: inhibits human ADAM10. inhibition, % at 7 µM. 370,000 tested, 0.62% active. recombinant ADAM10, EDANS/DABCYL FRET peptide cleavage, 3 h;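 active means inhibition above a per-campaign cutoff equal to the mean of compounds falling between control-based bounds plus 3 SD, cut at about 20% in these data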;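 further: 0% = DMSO wells while the 100% control is not disclosed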
Target sequence (O14672 214-748 limits assumed): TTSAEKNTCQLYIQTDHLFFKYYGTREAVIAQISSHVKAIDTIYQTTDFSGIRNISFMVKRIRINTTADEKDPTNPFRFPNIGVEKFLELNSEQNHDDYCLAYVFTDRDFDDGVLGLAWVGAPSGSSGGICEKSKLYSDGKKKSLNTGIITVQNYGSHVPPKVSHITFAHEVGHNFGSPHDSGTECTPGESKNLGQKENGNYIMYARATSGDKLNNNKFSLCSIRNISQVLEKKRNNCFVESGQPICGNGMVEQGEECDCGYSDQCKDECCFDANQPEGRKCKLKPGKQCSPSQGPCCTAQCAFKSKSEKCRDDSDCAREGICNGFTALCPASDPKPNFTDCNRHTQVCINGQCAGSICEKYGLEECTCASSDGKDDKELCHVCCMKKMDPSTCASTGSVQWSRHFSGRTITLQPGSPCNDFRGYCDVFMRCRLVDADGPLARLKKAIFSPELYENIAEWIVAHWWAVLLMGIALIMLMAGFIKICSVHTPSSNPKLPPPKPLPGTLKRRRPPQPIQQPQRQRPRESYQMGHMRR
hgDAF-12 ag: hgDAF-12 agonism, primary luciferase screen; HEK293 GAL4-hgDAF12 UAS-luciferase reporter, agonist luminescence; normalized to butyrate control; activation, % at 6.8 µM; 370,000 tested, 1.8% active;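 active means activation above a cutoff set at the mean of all screened compounds plus 3 SD, cut at about 10% in these data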;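 further: 0% = DMSO wells and 100% = sodium butyrate wells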
Active calls of the source: *; i = inactive; / = no result given.

SMILES	ssDAF12 agonist	hcDAF-12 act	FXN GAA850 act	PLCb3 inh	DAX1 inh-1	DAX1 inh-2	PLC-gamma1 inh	ADAM17 inh	sPLA2-III inh	ADAM10 inh	hgDAF-12 ag
COc1ccc(Nc2nnc(SC(C(=O)Nc3ccc(OC)c(Cl)c3)c3ccccc3)s2)cc1 (stereo not given)	-1.0	-1.2	-2.5	-1	-2.0	-0.4	2	8	-19	15	-1.4
COC(=O)c1cc(C(=O)c2cc(F)ccc2O)cn2c(=O)c3c(C)c(C)sc3nc12	-1.7	-1.2	1.0	-59	2.8	-0.4	-31	-2	-6	-4	1.7
CCn1c(=O)cc(OCC(=O)NCC2CCCO2)c2ccccc21 (stereo not given)	-1.4	-1.2	-0.7	0	2.6	0.1	-5	-5	9	-6	-0.5
CCOc1ccc(NC(=O)NCCN2CCN(c3cccc(C)c3C)CC2)cc1	-1.2	-2.3	-0.6	-5	-1.4	-0.4	3	0	-4	6	-1.1
CCOc1ccc(CCNC(=O)CSCc2ccc(C)cc2)cc1OCC	-1.1	-0.2	2.2	2	-1.1	0.3	-1	-2	3	3	-0.3
O=C(COC(=O)/C=C/c1cccc(Cl)c1)NC1CC1	-1.3	-1.3	-0.5	-2	-0.3	-0.2	-1	0	-1	-3	1.3
Cc1csc(C2=C(O)CN(c3ccc4c(c3)OCCOCCOCCOCCO4)C2=N)n1	-0.5	0.6	1.5	-9	-0.3	0.6	-2	1	0	-3	1.3
C=CCN1C(=O)C(Cc2ccc(SC(F)F)cc2)SC1=Nc1ccc(C(=O)O)cc1 (stereo not given)	-0.8	-1.9	1.5	1	1.1	0.2	-2	2	-20	-1	4.8
Cc1ccc(C(C)(O)CS(=O)(=O)Cc2ccccc2Cl)cc1 (stereo not given)	-1.2	0.1	0.9	-3	-1.3	-0.3	-1	-1	-2	4	2.1
O=C(CSc1ncn[nH]1)NCCOc1ccccc1	-0.8	-2.1	0.1	0	0.9	0.3	-2	-6	4	-3	-1.3
CCc1cc(=O)oc2c3c(cc(OCC(=O)NCCCn4ccnc4)c12)OC(C)(C)CC3	-1.4	-2.4	0.7	i	0.0	0.0	i	i	-5	i	-2.8
COc1ccccc1C(=O)N(NC(=O)Oc1ccccc1)C(C)(C)C	-1.3	4.1	-0.7	6	-0.5	-0.6	6	1	0	3	-4.3
COc1ccc(NC(=O)C(NC(=O)CC2NC(=O)NC2=O)c2ccccc2)cc1 (stereo not given)	-0.7	-1.7	1.9	-1	0.4	0.3	-2	-7	13	0	1.3
COc1ccc(OCCOC(=O)c2ccc(-n3cnnn3)cc2)cc1	-0.5	-0.2	0.6	-1	0.6	0.1	2	-1	-13	5	3.7
CN(C)CCN(C(=O)c1ccc(S(=O)(=O)N(C)c2ccccc2)cc1)c1nc2cc3c(cc2s1)OCCO3	-1.4	0.5	3.4	-3	1.8	0.7	2	-1	0	5	4.1
O=C1c2ccccc2C(=O)N1OCCOCCOCCBr	-1.6	-2.1	3.9	-1	0.1	0.0	1	-6	4	6	-0.5
C(=C\c1ccccc1)/CN1CCN(C(CCc2ccccc2)c2nnnn2-c2ccc3c(c2)OCCO3)CC1 (stereo not given)	-0.5	-2.4	/	-1	/	0.0	-2	4	-13	3	-0.9
CCCC(=O)N1CCN(c2nc3ccccc3s2)CC1	-0.3	1.3	4.8	-2	0.8	1.5	1	-2	6	4	8.1
CCOC(=O)c1cc(-c2ccccc2)nn1CC1CC(c2cccc([N+](=O)[O-])c2)=NO1 (stereo not given)	-1.5	0.0	1.6	9	-1.1	0.6	-3	0	4	7	1.5
COc1cccc(C(=O)N2N=C(c3ccccn3)CC2(O)C(F)(F)F)c1 (stereo not given)	-1.0	-1.0	-0.6	-7	1.0	0.3	3	2	0	5	-1.4
COC(=O)[C@@]12C[C@@H](CC(=O)N3CCCC3)C(=O)N(Cc3ccc4c(c3)OCO4)C1=CCC(C)(C)C2	-1.5	-1.6	/	6	/	-0.2	3	0	-5	-4	-0.9
CCOC(=O)C(Cc1ccccc1)NC(=O)CNC(C)=O (stereo not given)	-1.0	-0.3	0.1	4	0.3	0.3	4	5	3	-1	-0.8
C[C@H]1O[C@@H](O[C@H]2[C@@H](O)C[C@H](O[C@H]3[C@@H](O)C[C@H](O[C@H]4CC[C@@]5(C)[C@H](CC[C@@H]6[C@@H]5C[C@@H](O)[C@]5(C)[C@@H](C7=CC(=O)OC7)CC[C@]65O)C4)O[C@@H]3C)O[C@@H]2C)C[C@H](O)[C@@H]1O	-3.1	-6.2	-14	1	-5.3	-7.7	1	-7	1	-4	-14
Cc1occc1C(=O)N(C)CC1CCCN(CCc2ccccc2F)C1 (stereo not given)	-1.3	-1.6	0.5	-2	1.3	-0.1	6	-4	-3	-1	-2.0
CCN(C(C)=O)c1nc(CSc2nnc(NC(C)C)s2)cs1	-1.5	-2.8	2.7	1	-0.5	0.3	4	0	-3	9	0.1

Ordered by the number under sPLA2-III inh (low to high): three of the compounds above
| mol | sPLA2-III inh |
| --- | --- |
| C=CCN1C(=O)C(Cc2ccc(SC(F)F)cc2)SC1=Nc1ccc(C(=O)O)cc1 (stereo not given) | -20 |
| CCc1cc(=O)oc2c3c(cc(OCC(=O)NCCCn4ccnc4)c12)OC(C)(C)CC3 | -5 |
| CCn1c(=O)cc(OCC(=O)NCC2CCCO2)c2ccccc21 (stereo not given) | 9 |

(next part)
SMILES	ssDAF12 agonist	hcDAF-12 act	FXN GAA850 act	PLCb3 inh	DAX1 inh-1	DAX1 inh-2	PLC-gamma1 inh	ADAM17 inh	sPLA2-III inh	ADAM10 inh	hgDAF-12 ag
COCCCNC(=O)Cn1nc(-c2cccc(OC)c2)ccc1=O	-0.1	3.0	0.9	-6	-0.8	-0.5	0	1	0	5	-0.7
CCCCC[C@@H]1C=C(C(=O)O)[C@H](c2cccc(C)c2)N1S(=O)(=O)c1ccc(C)cc1	-0.5	-0.9	-0.7	-8	-0.1	-0.7	-4	-2	-32	-7	-0.7
CCOC(=O)COc1ccc(C(=O)CC)cc1OC	-1.4	-0.2	0.5	4	-0.2	-0.4	1	-3	2	-1	4.3
Cc1ccc(Nc2nc(-c3ccccc3)c(CC(=O)O)s2)cc1	0.0	2.1	5.2	-96	0.3	1.7	-74	1	-4	-1	14*
COc1cc(OC)cc(-c2cc(NC(C)=O)n[nH]2)c1	-0.8	1.5	0.3	-1	-0.5	-1.0	0	-1	0	-9	3.4
COc1ccccc1OC(C)C(=O)Nc1ccc2c(c1)OCCO2 (stereo not given)	-1.2	-1.7	-0.9	-8	0.0	-0.1	2	-2	6	0	-1.2
O=S1(=O)CCN(C(CO)c2ccccc2)CC1 (stereo not given)	-0.7	-1.0	1.9	2	-0.5	-0.3	3	2	4	1	-2.7
C=CCOC(=O)C1=C(C)N=C2SCCC(=O)N2C1c1cccs1 (stereo not given)	-1.4	0.3	-0.6	0	1.0	-0.6	-1	0	-3	5	5.2
S=C(NCCc1ccccc1)NC1CCCCCC1	-0.4	2.8	4.8	-4	2.6	2.7	-3	-3	0	-2	11*
CC(=O)c1cc2c(=O)c3cc(C)ccc3oc2nc1C	-1.1	0.1	3.3	-24	1.5	0.5	-16	-25	5	-63	2.9
O=C(N/N=C\c1ccc(OC(=O)c2ccco2)cc1)c1ccc(Cl)cc1	-1.2	-1.7	1.1	-4	2.9	0.5	-1	1	2	-7	0.5
COc1ccc(OC)c(S(N)(=O)=O)c1	0.7	3.2	-2.6	6	0.7	-0.5	7	-1	-2	1	-2.6
FC(F)(F)c1cnc(C(c2ccccn2)c2ncn[nH]2)c(Cl)c1 (stereo not given)	-1.2	-0.3	-1.8	0	0.1	0.2	-3	-2	-7	-4	-2.0
COc1ccc(C(NC(=O)C(C)C)c2c(O)ccc3ccccc23)cc1 (stereo not given)	-1.7	-3.8	-5.1	-16	-1.5	-0.7	-12	-23	-41	-93	-0.5
CCN(CC)S(=O)(=O)c1ccc(NC(=O)c2cnccn2)cc1	-1.1	0.7	2.4	-2	0.8	0.8	6	5	7	10	-1.7
COc1ccc(-c2ccc(NS(=O)(=O)c3cccc([N+](=O)[O-])c3)cc2)nn1	-0.7	-0.9	1.2	-2	-0.2	0.0	13*	2	-8	9	-0.9
COc1ccc(OC)c(C(=O)c2ccccc2)c1	-1.6	-0.6	2.9	-1	-1.3	0.3	-6	-1	4	2	-1.4
CCc1ccc(C(C)NC(=O)C2(C)CC2(Br)Br)cc1 (stereo not given)	-1.0	-2.8	-2.5	0	-0.8	1.9	-2	-1	-7	0	-1.4
Cc1c(NC(=O)CCSc2ccc(Cl)cc2)c(=O)n(-c2ccccc2)n1C	-1.2	0.7	1.3	2	-0.1	-1.2	0	1	0	2	1.3
CCSc1nc2ccccc2c(=O)n1C1CCOC(C)(C)C1 (stereo not given)	-1.4	-1.4	1.6	0	-0.1	0.1	2	-3	3	-5	-0.4
CNC(=O)C1CN(C(=O)c2cccc(S(=O)(=O)N3CCc4ccccc43)c2)c2ccccc2O1 (stereo not given)	-1.3	0.7	-1.9	-1	-2.2	-3.5	3	0	-6	4	-4.7
CCOC(=O)c1c(C)nc2ccc(Cl)cc2c1-c1ccccc1	-0.9	-2.4	1.7	2	-0.6	-0.3	6	2	-3	7	-4.3
CCCc1nnc(NC(=O)CSc2nc3ccccc3[nH]2)s1	-0.2	1.0	0.6	0	3.3	-0.3	-3	-3	-8	-7	0.3
Cc1ccc(NC(=O)CN2C(=O)NC3(CCCC3)C2=O)nc1	-1.2	0.8	1.4	2	0.8	-0.3	-2	-2	-3	0	-0.7
CC1(C(=O)NCc2cccc3ccccc23)CCN1Cc1ccccc1OC(F)F (stereo not given)	-1.8	-3.1	1.9	0	/	-1.5	2	6	-21	21*	-2.3
SMILES	ssDAF12 agonist	hcDAF-12 act	FXN GAA850 act	PLCb3 inh	DAX1 inh-1	DAX1 inh-2	PLC-gamma1 inh	ADAM17 inh	sPLA2-III inh	ADAM10 inh	hgDAF-12 ag
Cc1nc2cc(NC(=O)Nc3ccc(N4CCOCC4)cc3)ccc2n1C	-1.5	2.2	-0.6	-2	-1.3	-0.6	-1	-3	-6	1	-2.1
Cc1cc(Br)ccc1NC(=O)CNC(=O)Cc1ccc(S(=O)(=O)N2CCOCC2)s1	-0.8	-1.2	0.3	-9	0.1	-0.6	-12	0	-14	-4	1.3
COC(=O)c1ccc(C(=O)OC)c(NC(=O)CN(c2ccc3c(c2)OCO3)S(C)(=O)=O)c1	-1.6	-1.8	1.6	1	-0.1	-0.3	-3	-1	-8	-7	1.3
CC(C)CCN1CCNC(=O)C1CC(=O)Nc1ccc(F)cc1 (stereo not given)	-0.9	0.3	0.1	0	1.8	0.7	-2	-9	5	4	-0.3
COc1ccc(CN2C[C@]3(CO)O[C@@H](CO)C[C@@H]3S2(=O)=O)cc1	-1.2	0.1	0.0	2	-0.5	-0.1	-1	-2	-3	-2	-0.4
O=C(c1ccco1)N(CCC(c1ccccc1)c1ccco1)Cc1ccccc1 (stereo not given)	-1.7	-3.1	5.1	-5	-1.1	-0.2	-1	2	-4	10	-2.4
C=CCNC(=S)NNC(=O)c1cccn(Cc2ccc(Cl)c(Cl)c2)c1=O	-1.6	-0.9	0.7	-19	-1.6	-1.0	-17	-56	25*	-436	0.6
